Bioassay records (PubChem BioAssay)
M1 PAM parental: nonselective calcium activators in parental CHO-K1 cells, primary screen, counter-screen for M1 PAM project, cell-based, Fluo-8 calcium fluorescence, full deck, 1536-well; ATP EC20; 0% at ATP EC20, 100% at ATP max; activation, % at 3 µM; actives 0.02% (n = 360,000);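 active = activation above the run cutoff, the mean activation of all test compounds plus 3 SD, cut at about 40% in these data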;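 note: peak over basal fluorescence ratio in a 140 s read after ATP addition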
CRFR2-BP ag: agonists of CRF-BP/CRF-R2 complex, primary screen, cell-based, HEK293, calcium dye fluorescence, uHTS; CRF-binding protein / CRF receptor 2 complex (human); calcium dye fluorescence (FLIPR); percent of saturating CRF peptide response; activation, % at 13.2 µM; actives 0.46% (n = 350,000);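 active = activation of at least 50%, plus an integration ratio under a set limit after plate pattern correction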;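 note: plate controls were neutral control wells without compound for no effect and CRF at EC100 for full effect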
TAAR1 ag: human TAAR1 agonists, primary screen, Fluo-8 calcium fluorescence, CHO RD-HGA16 cells. Trace amine-associated receptor 1 (Homo sapiens), Q96RJ0. vehicle wells 0%, saturating PEA agonist 100%. activation, % at 3 µM. actives 0.99% (n = 360,000);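 active = activation above the mean activation of all test compounds in the run plus 3 SD, cut at about 38% in these data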
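System: CHO RD-HGA16 cells carrying human TAAR1 plus Gα16; Incubation: 17-24 h seeding, 75 min 37 °C dye, 30 min RT; Measured by: Fluo-8 fluorescence, 5 s baseline then 140 s kinetic read; Control set: DMSO and PEA EC100; Replication: single well for each compound.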
M5 antag: human M5 muscarinic receptor antagonists, primary screen, CHO cells, Fluo-8 calcium fluorescence | inhibition, % at 3 µM | AID 624040, 2012 | actives 0.59% (n = 360,000) | CHO-hM5 cells, ACh EC80;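 active = inhibition above a per-plate cutoff, the mean of that plate's test compounds plus 3 SD, cut at about 27% in these data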;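 note: 0% = acetylcholine EC80 with DMSO and 100% = DMSO without agonist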
Target sequence (P08912 whole entry, looked up): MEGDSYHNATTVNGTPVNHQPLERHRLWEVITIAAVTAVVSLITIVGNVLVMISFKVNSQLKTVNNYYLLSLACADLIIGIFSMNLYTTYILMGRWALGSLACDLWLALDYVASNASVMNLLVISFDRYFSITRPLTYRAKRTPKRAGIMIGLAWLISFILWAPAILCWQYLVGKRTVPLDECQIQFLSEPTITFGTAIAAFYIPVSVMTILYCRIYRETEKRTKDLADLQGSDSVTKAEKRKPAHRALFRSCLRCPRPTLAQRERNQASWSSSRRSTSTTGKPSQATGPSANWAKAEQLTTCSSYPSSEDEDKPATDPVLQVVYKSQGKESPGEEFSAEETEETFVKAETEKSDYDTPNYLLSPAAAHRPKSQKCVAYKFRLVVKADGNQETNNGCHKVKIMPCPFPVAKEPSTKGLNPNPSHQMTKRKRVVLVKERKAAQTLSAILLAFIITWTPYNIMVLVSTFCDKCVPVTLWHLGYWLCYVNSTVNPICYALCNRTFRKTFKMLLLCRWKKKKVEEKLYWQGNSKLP
CHRM5 agonist: human M5 muscarinic receptor agonists, primary screen, CHO-K1 cells, Fluo-8 calcium fluorescence; Muscarinic acetylcholine receptor M5 (Homo sapiens), P08912; CHO-K1 hM5 cells; 0% DMSO wells, 100% maximal acetylcholine response; activation, % at 3 µM; actives 0.19% (n = 360,000); AID 624037, 2012;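 active = activation above the run's mean over test compounds plus 3 SD, cut at about 23% in these data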;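 note: signal is peak over basal fluorescence ratio across the kinetic read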
TAAR1 antagonist: human TAAR1 antagonists, primary screen, Fluo-8 calcium fluorescence, CHO RD-HGA16 cells; Trace amine-associated receptor 1 (Homo sapiens), Q96RJ0; antagonist; inhibition, % at 3 µM; actives 1.5% (n = 360,000); AID 624466, 2012;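 active = inhibition above a per-plate cutoff, the mean inhibition of test compounds on that plate plus 3 SD, cut at about 49% in these data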;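 note: 0% = DMSO plus EC80 beta-PEA response and 100% = DMSO alone without agonist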
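Test system – hTAAR1-expressing CHO RD-HGA16 cells, Gα16-coupled · Reagent – β-PEA at EC80 concentration, post-compound challenge · Compound dosing – 3 µM, single point · Timing – 140 s kinetic read after compound, 140 s after agonist · Detection – Fluo-8 intracellular calcium dye fluorescence, real-time kinetic reads · Control set – DMSO and EC80 PEA controls · Repeats – n of 1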
CHRM4 PAM: human M4 muscarinic receptor positive allosteric modulators, primary screen, CHO-K1 cells, Fluo-8 calcium fluorescence. actives 0.4% (n = 360,000). activation, % at 3 µM. AID 624126, 2012. CHO-K1 hM4/Gqi5, ACh EC20; 0% = ACh EC20, 100% = maximal ACh. Muscarinic acetylcholine receptor M4 (Homo sapiens), P08173;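 active = activation above its plate's cutoff, the mean activation of sample wells plus 3 SD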; note: some results filed as inactive read as strong as hits
Target sequence (P08173 whole entry, looked up): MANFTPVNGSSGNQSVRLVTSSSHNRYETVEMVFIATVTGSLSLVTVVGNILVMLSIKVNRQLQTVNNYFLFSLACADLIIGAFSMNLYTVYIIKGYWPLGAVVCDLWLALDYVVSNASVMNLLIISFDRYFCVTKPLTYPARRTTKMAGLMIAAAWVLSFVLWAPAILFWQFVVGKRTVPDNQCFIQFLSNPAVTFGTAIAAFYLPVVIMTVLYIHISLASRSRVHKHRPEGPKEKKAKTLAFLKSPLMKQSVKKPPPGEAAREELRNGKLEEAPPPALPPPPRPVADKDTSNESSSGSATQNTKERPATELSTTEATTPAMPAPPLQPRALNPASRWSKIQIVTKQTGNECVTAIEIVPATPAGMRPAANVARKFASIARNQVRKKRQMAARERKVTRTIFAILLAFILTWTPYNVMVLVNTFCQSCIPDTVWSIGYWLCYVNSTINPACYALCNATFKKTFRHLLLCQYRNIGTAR
M5 PAM: human M5 muscarinic receptor positive allosteric modulators, primary screen, CHO-K1 cells, Fluo-8 calcium fluorescence; Muscarinic acetylcholine receptor M5 (Homo sapiens), P08912; CHO-K1 hM5, ACh EC20 PAM; 0% = ACh EC20, 100% = ACh EC100; activation, % at 3 µM; actives 0.3% (n = 360,000); AID 624038, 2012;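 active = activation above the run cutoff, the mean activation of all test compounds plus 3 SD, cut at about 18% in these data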
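Assay system: CHO-K1 hM5 cells / Incubation: Fluo-8 loading 80 min at 37 °C plus 30 min room temperature / Technique: Fluo-8 calcium dye fluorescence, kinetic read / Repeats: single replicate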
CRFBP-R2 block: antagonists of CRF-BP/CRF-R2 complex, primary screen, cell-based, HEK293, calcium dye fluorescence, uHTS; CRF-induced calcium fluorescence; inhibition, % at 11.8 µM; actives 0.59% (n = 350,000); AID 588475, 2011;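 active = inhibition of the ligand-induced calcium signal above about 50% at the single tested concentration, limit read from the data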
An asterisk follows results filed as active.

COC(=O)CN1C(=O)[C@H]2[C@@H](c3ccc(C)o3)N3C(=O)CN(CCO)C(=O)[C@@]3(Cc3ccccc3)[C@H]2C1=O was read as M1 PAM parental 6, CRFR2-BP ag 0.0, TAAR1 ag 0, M5 antag -8, CHRM5 agonist 4, TAAR1 antagonist 14, CHRM4 PAM 7, M5 PAM 6 and CRFBP-R2 block -1.
`O=C(CCCN1C(=O)c2ccccc2C1=O)Nc1ccccc1` gave M1 PAM parental 20, CRFR2-BP ag -0.2, TAAR1 ag 1, M5 antag 9, CHRM5 agonist -1, TAAR1 antagonist -16, CHRM4 PAM -4, M5 PAM -1 and CRFBP-R2 block -2.
For CCCc1cc(-c2n[nH]c(=S)n2CC)cs1 the results were M1 PAM parental 11, CRFR2-BP ag -0.6, TAAR1 ag 0, M5 antag -4, CHRM5 agonist 5, TAAR1 antagonist 12, CHRM4 PAM 4, M5 PAM 4 and CRFBP-R2 block 15.
For Cc1nnc(SCc2cc(=O)[nH]c(=S)[nH]2)s1 the results were M1 PAM parental -1, CRFR2-BP ag 1.6, TAAR1 ag 12, M5 antag -8, CHRM5 agonist 3, TAAR1 antagonist 9, CHRM4 PAM 6, M5 PAM 11 and CRFBP-R2 block 2.
`COc1ccc(C(CC(=O)N2CCCCC2)C(C)C)cc1` (centres undefined) gave M1 PAM parental 6, CRFR2-BP ag 3.0, TAAR1 ag -1, M5 antag 6, CHRM5 agonist 3, TAAR1 antagonist 2, CHRM4 PAM -7, M5 PAM -2 and CRFBP-R2 block 3.
Screening Cc1nc(-c2cccnc2)sc1C(N)=O returned M1 PAM parental 20, CRFR2-BP ag 0.6, TAAR1 ag 1, M5 antag 2, CHRM5 agonist 1, TAAR1 antagonist 7, CHRM4 PAM 2, M5 PAM 1 and CRFBP-R2 block 37.
`O=C(NNC(=O)c1cccc(Br)c1)Nc1ccc(Cl)cc1` gave M1 PAM parental 18, CRFR2-BP ag 1.0, TAAR1 ag 7, M5 antag 1, CHRM5 agonist -2, TAAR1 antagonist 10, CHRM4 PAM 12, M5 PAM 4 and CRFBP-R2 block 2.
Cc1ccc(-n2c(-c3ccc(Br)cc3)c[n+]3c2CCc2ccc4cccnc4c2-3)cc1 was read as M1 PAM parental 14, CRFR2-BP ag -1.9, TAAR1 ag 18, M5 antag 36*, CHRM5 agonist -8, TAAR1 antagonist -2, CHRM4 PAM -31, M5 PAM -20 and CRFBP-R2 block -36.
For CCn1c(SCC(=O)N2CCCCC2C)nnc1-c1ccco1 (centres undefined) the results were M1 PAM parental -6, CRFR2-BP ag -0.1, TAAR1 ag -4, M5 antag 5, CHRM5 agonist -1, TAAR1 antagonist 9, CHRM4 PAM -6, M5 PAM -4 and CRFBP-R2 block 5.
`COc1ccc(CNC(=O)c2ccc(CS(=O)(=O)c3ccc(C)cc3)o2)cc1` gave M1 PAM parental 2, CRFR2-BP ag -1.5, TAAR1 ag 2, M5 antag 3, CHRM5 agonist 1, TAAR1 antagonist -4, CHRM4 PAM 0, M5 PAM 3 and CRFBP-R2 block 8.
O=C(OCc1cccs1)c1ccccc1NS(=O)(=O)c1ccc2c(c1)OCCO2 was read as M1 PAM parental 16, CRFR2-BP ag 3.7, TAAR1 ag 22, M5 antag -18, CHRM5 agonist 3, TAAR1 antagonist 17, CHRM4 PAM -4, M5 PAM 16 and CRFBP-R2 block -10.
N#Cc1c(-c2ccc(Cl)cc2Cl)nc2n(c1=O)CCS2 was read as M1 PAM parental 10, CRFR2-BP ag 1.0, TAAR1 ag 10, M5 antag 1, CHRM5 agonist -1, TAAR1 antagonist 12, CHRM4 PAM 4, M5 PAM -3 and CRFBP-R2 block 6.
O=C(CN(C(=O)Cn1nnc(-c2ccccc2F)n1)c1cccc2c1CCCC2)NCc1ccccc1 was read as M1 PAM parental -7, CRFR2-BP ag 1.1, TAAR1 ag 8, M5 antag -5, CHRM5 agonist 3, TAAR1 antagonist 36, CHRM4 PAM 1, M5 PAM -4 and CRFBP-R2 block -8.
O=C(NNc1cc(Cl)ccc1Cl)c1cccnc1Cl was read as M1 PAM parental 13, CRFR2-BP ag -0.1, TAAR1 ag 8, M5 antag 1, CHRM5 agonist -2, TAAR1 antagonist 14, CHRM4 PAM 0, M5 PAM -1 and CRFBP-R2 block 12.
Screening COc1ccc(C2NC(=O)N(C)C(C)=C2[N+](=O)[O-])cc1 (centres undefined) returned M1 PAM parental 1, CRFR2-BP ag 0.5, TAAR1 ag 2, M5 antag 2, CHRM5 agonist -1, TAAR1 antagonist -3, CHRM4 PAM -2, M5 PAM -6 and CRFBP-R2 block 19.
`CCOC(=O)c1c(C)[nH]c(C(=O)COC(=O)CN2C(=O)C3CCCCC3C2=O)c1C` (centres undefined) gave M1 PAM parental -4, CRFR2-BP ag 2.2, TAAR1 ag 12, M5 antag 4, CHRM5 agonist 4, TAAR1 antagonist 8, CHRM4 PAM -5, M5 PAM -5 and CRFBP-R2 block -1.
Screening COc1ccc(C2C(C#N)=C(N)OC3=C2C(=O)CCC3)cc1Cn1nc(C)c([N+](=O)[O-])c1C (centres undefined) returned M1 PAM parental -5, CRFR2-BP ag 0.1, TAAR1 ag 11, M5 antag -2, CHRM5 agonist -1, TAAR1 antagonist -17, CHRM4 PAM 3, M5 PAM -3 and CRFBP-R2 block 18.
Screening Cc1ccnc(NC(=O)CCCNC(=O)c2ccc(Cl)cc2)c1 returned M1 PAM parental 27, CRFR2-BP ag -3.1, TAAR1 ag -1, M5 antag -10, CHRM5 agonist -4, TAAR1 antagonist 3, CHRM4 PAM 12, M5 PAM 12 and CRFBP-R2 block -21.
CN(C)S(=O)(=O)c1ccc(C(=O)OCC2CCCO2)cc1 (centres undefined) was read as M1 PAM parental 6, CRFR2-BP ag 0.8, TAAR1 ag 5, M5 antag 7, CHRM5 agonist -1, TAAR1 antagonist -14, CHRM4 PAM -2, M5 PAM 0 and CRFBP-R2 block 3.
For O=c1[nH]c(=S)[nH]c2nccnc12 the results were M1 PAM parental -13, CRFR2-BP ag -2.4, TAAR1 ag 4, M5 antag 5, CHRM5 agonist 2, TAAR1 antagonist -34, CHRM4 PAM -2, M5 PAM -4 and CRFBP-R2 block -7.
`O=C(NCCn1cc(SCc2ccccc2)c2ccccc21)c1c(F)cccc1F` gave M1 PAM parental 11, CRFR2-BP ag 4.3, TAAR1 ag 2, M5 antag 14, CHRM5 agonist 1, TAAR1 antagonist 85*, CHRM4 PAM -13, M5 PAM -20 and CRFBP-R2 block -35.
For CC(C)S(=O)(=O)N1CCN(c2ccnc3cc(Cl)ccc23)CC1 the results were M1 PAM parental 3, CRFR2-BP ag -3.1, TAAR1 ag 1, M5 antag -5, CHRM5 agonist 6, TAAR1 antagonist 33, CHRM4 PAM -6, M5 PAM 2 and CRFBP-R2 block 7.
`COc1ccccc1NC(=O)Nc1nc(C(N)Cc2ccc(C(F)(F)F)cc2)cs1` (centres undefined) gave M1 PAM parental -8, TAAR1 ag 4, M5 antag 2, CHRM5 agonist 3, TAAR1 antagonist -17, CHRM4 PAM -5 and M5 PAM 3.
For Cc1ccc(NC(=O)c2sc3ncn(CC(=O)N4CCN(c5ccccn5)CC4)c(=O)c3c2C)cc1Cl the results were M1 PAM parental -5, CRFR2-BP ag 0.3, TAAR1 ag 18, M5 antag 14, CHRM5 agonist -5, TAAR1 antagonist 25, CHRM4 PAM -4, M5 PAM -7 and CRFBP-R2 block -5.
Screening CCN(CC(=O)Nc1ccc(NC(C)=O)cc1)C(=O)c1cccc(S(=O)(=O)N2CCc3ccccc3C2)c1 returned M1 PAM parental -26, CRFR2-BP ag -1.2, TAAR1 ag 1, M5 antag 7, CHRM5 agonist 0, TAAR1 antagonist -32, CHRM4 PAM 3, M5 PAM 0 and CRFBP-R2 block -9.
Screening CC1=C(C(=O)NC(C)C)C2(CCC(C)CC2)OC1=O (centres undefined) returned M1 PAM parental 7, CRFR2-BP ag -2.5, TAAR1 ag 0, M5 antag 1, CHRM5 agonist 0, TAAR1 antagonist -10, CHRM4 PAM 4, M5 PAM 2 and CRFBP-R2 block -3.
For O=C(COc1ccc(Cl)cc1Cl)NCC1(N2CCOCC2)CCCCC1 the results were M1 PAM parental -10, CRFR2-BP ag -0.7, TAAR1 ag 6, M5 antag 3, CHRM5 agonist -1, TAAR1 antagonist 11, CHRM4 PAM 2, M5 PAM -14 and CRFBP-R2 block -23.
CC(C)(C)c1ccc(Oc2ccc(NC(=O)CCCC(=O)O)cn2)cc1 was read as M1 PAM parental 6, CRFR2-BP ag -1.1, TAAR1 ag 3, M5 antag 3, CHRM5 agonist 3, TAAR1 antagonist -13, CHRM4 PAM -1, M5 PAM -2 and CRFBP-R2 block -1.
For N/C(COc1ccccc1)=N\NS(=O)(=O)c1ccccc1 the results were M1 PAM parental 14, CRFR2-BP ag 0.6, TAAR1 ag 26, M5 antag 7, CHRM5 agonist -1, TAAR1 antagonist -8, CHRM4 PAM 13, M5 PAM -1 and CRFBP-R2 block 1.
Screening C#CCN(C[C@H]1[C@H](OC(=O)Nc2c(C)noc2C)[C@H](OC(=O)Nc2c(C)noc2C)C[C@H]2C(=O)N(c3ccccc3)C(=O)[C@@H]12)S(=O)(=O)c1ccc(C)cc1 returned M1 PAM parental 3, CRFR2-BP ag 13, TAAR1 ag 8, M5 antag 8, CHRM5 agonist -1, TAAR1 antagonist -10, CHRM4 PAM 7, M5 PAM 0 and CRFBP-R2 block 1.

2 entries picked at random from those above:
O=C(OCc1cccs1)c1ccccc1NS(=O)(=O)c1ccc2c(c1)OCCO2 was read as M1 PAM parental 16, CRFR2-BP ag 3.7, TAAR1 ag 22, M5 antag -18, CHRM5 agonist 3, TAAR1 antagonist 17, CHRM4 PAM -4, M5 PAM 16 and CRFBP-R2 block -10.
For Cc1nnc(SCc2cc(=O)[nH]c(=S)[nH]2)s1 the results were M1 PAM parental -1, CRFR2-BP ag 1.6, TAAR1 ag 12, M5 antag -8, CHRM5 agonist 3, TAAR1 antagonist 9, CHRM4 PAM 6, M5 PAM 11 and CRFBP-R2 block 2.
